HCV core inhibition – blockers of core106 self-association – biochemical, TR-FRET, triplicate, confirmation (AID 2152) | TR-FRET GST-/Flag-core106 dimerization, HTRF; hits give high values | inhibition, % at 5 µM | hit rate 1% among 2,300;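 active means mean inhibition over three replicate wells above the hit threshold derived in the earlier primary screen, cut at about 45% in these data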;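 further: 0% = DMSO wells and 100% = unlabelled core106 competitor control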
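Test system: GST- and Flag-tagged HCV core106 peptides, dimerization via antibody TR-FRET | Medium: HEPES/KF buffer, pH 7.45 | Also added: Eu(K)-anti-GST plus XL665-anti-FLAG antibodies | Times: 4 h incubation, 22.5 °C | Signal: TR-FRET, excitation 340 nm, emission 671 and 617 nm | Evaluation: Percent inhibition from emission ratio | Replication: Triplicate wells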
Starred values were filed as active, the others as inactive.

SMILES	HCV core inhibition
CCCCOC(=O)COc1cc(C)cc2oc(=O)c3c(c12)CCC3	1.6
CC(C)n1c(=O)c(C=Nc2ccc(Br)cc2)c(O)n(Cc2ccco2)c1=O	-3.7
Cc1ccccc1-n1c(CNc2ccccc2)nc2ccccc2c1=O	-1.1

Three compounds already listed, sorted by SMILES length, rising.
SMILES	HCV core inhibition
Cc1ccccc1-n1c(CNc2ccccc2)nc2ccccc2c1=O	-1.1
CCCCOC(=O)COc1cc(C)cc2oc(=O)c3c(c12)CCC3	1.6
CC(C)n1c(=O)c(C=Nc2ccc(Br)cc2)c(O)n(Cc2ccco2)c1=O	-3.7

Bioassay records deposited in PubChem BioAssay by The Scripps Research Institute Molecular Screening Center.

Only part of the results is shown; the hit share may differ from the screen's.
